# dFosB act – activators of mouse delta FosB homodimer | purified delta FosB, TAMRA-CDK5 oligo fluorescence polarization; percent of positive-control signal above neutral wells | activation, % at 25 µM | 340,000 compounds, 0.99% hits;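 active means mean activation above about 17%, with every replicate also reaching it, limit read from the data, passing the limit was not always enough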;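 further: fluorescence polarization rise as delta FosB binds a TAMRA Cdk5 AP-1 oligo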
# Target sequence (P13346 whole entry, looked up): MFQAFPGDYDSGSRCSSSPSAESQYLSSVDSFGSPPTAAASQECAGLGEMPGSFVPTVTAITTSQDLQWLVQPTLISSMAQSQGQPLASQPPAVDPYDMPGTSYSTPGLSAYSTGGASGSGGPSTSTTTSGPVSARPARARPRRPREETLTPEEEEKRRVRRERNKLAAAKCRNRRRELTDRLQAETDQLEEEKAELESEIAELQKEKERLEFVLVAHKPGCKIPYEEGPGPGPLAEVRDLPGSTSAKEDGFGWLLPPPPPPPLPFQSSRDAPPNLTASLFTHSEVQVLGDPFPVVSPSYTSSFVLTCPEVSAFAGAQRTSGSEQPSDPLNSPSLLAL
# PfHsp90 set2 – reduces growth (ATP signal) of yeast expressing P. falciparum Hsp90; S. cerevisiae expressing PfHsp90, BacTiter-Glo ATP, 48 h; yeast lacking PDR1 and PDR3 efflux regulators; inhibition, % at 9.4 µM; 310,000 compounds, 0.32% hits; AID 504621;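 active means every replicate shows inhibition above about 80%, whatever the replicate mean, limit read from the data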;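 further: 0% = DMSO neutral controls and 100% = 20 µM radicicol positive controls; yeast relying on Plasmodium falciparum Hsp90 in place of its own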
# SR-BI DiI-HDL act – SR-BI HDL lipid transfer activation; CHO ldlA[mSR-BI] cells, DiI-HDL uptake fluorescence, 3 h; 100 = double the neutral-control signal; activation, % at 12.5 µM; 320,000 compounds, 0.096% hits; AID 504775;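 active means mean replicate activation of at least 60% and every replicate at or above 60%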;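 further: 0% = median plate neutral-control signal and 100% = twice that signal; values of inactives mirror those of a sister screen read the other way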
#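 Material: SR-BI-overexpressing, LDLR-lacking CHO cells | Dosing: Single compound concentration, delivered by pin transfer | Probe or stimulus: Labelled HDL, 10 µg/mL | Signal: Bottom-read cell fluorescence after medium removal, ex 550/em 595 nm | Schedule: 3 h, 37 °C | Evaluation: HDL uptake via cellular fluorescence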
# Rtt109 Vps75 – blocks Candida albicans Rtt109/Vps75 acetyltransferase activity. 330,000 compounds, 0.16% hits. inhibition, % at 34.9 µM. Q5AAJ8. purified Rtt109/Vps75, ThioGlo CoA-SH fluorescence, 4 h;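 active means inhibition of at least 50% in every replicate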
# Target sequence (Q5AAJ8 whole entry, looked up): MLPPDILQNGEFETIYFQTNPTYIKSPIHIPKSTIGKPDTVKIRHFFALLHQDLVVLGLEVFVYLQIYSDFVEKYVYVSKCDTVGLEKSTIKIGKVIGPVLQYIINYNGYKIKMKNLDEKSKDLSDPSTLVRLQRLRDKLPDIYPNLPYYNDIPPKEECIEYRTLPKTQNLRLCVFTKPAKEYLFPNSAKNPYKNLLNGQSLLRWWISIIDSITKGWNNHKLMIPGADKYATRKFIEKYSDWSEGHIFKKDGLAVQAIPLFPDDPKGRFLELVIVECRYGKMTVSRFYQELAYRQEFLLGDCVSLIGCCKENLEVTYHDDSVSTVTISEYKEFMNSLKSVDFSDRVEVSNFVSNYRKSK
# CAL PDZ FP-1 – human CAL PDZ-peptide interaction inhibition. Q9HD26. purified CAL PDZ, TMR-peptide fluorescence polarization, 1 h. AID 504414. inhibition, % at 20 µM. 330,000 compounds, 0.02% hits;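 active means highest replicate inhibition of at least 40%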;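 further: plate controls were DMSO neutral control wells for no effect and unlabeled competitor peptide control wells for full effect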
#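 Test system: tagged CAL PDZ domain / Buffer or medium: sodium phosphate/NaCl buffer pH 7.4 with TCEP, IgG, Thesit / Reagent: TMR-labelled reporter peptide T*-PRC34 bound in PDZ groove / Compound dosing: single point, 20 µM / Schedule: 1 h incubation at room temperature before polarization reading / Technique: fluorescence polarization (mP) / Benchmarks: unlabelled peptide, DMSO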
# CAL PDZ FP-2 – CAL PDZ (human) peptide binding inhibition. Q9HD26. AID 602252. 300,000 compounds, 0.92% hits. inhibition, % at 24.9 µM. purified CAL PDZ, TMR-peptide fluorescence polarization, 1 h;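 active means mean inhibition of at least 30% with at least half of replicates also reaching 30%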;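 further: 0% = DMSO neutral control and 100% = excess unlabeled competitor peptide PRC23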
# MITF act – MITF TRPM1 promoter activation in melanoma cells; SK-MEL-5 TRPM1-promoter luciferase, 24 h; % of positive control, neutral wells = 0; 300,000 compounds, 0.75% hits; AID 588334; activation, % at 12.5 µM;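 active means mean activation of at least 80% with every replicate also reaching 80%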;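 further: 0% = neutral control wells and 100% = parthenolide positive control wells; values of inactives mirror those of a sister screen read the other way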
# PvdQ acylase – blocks Pseudomonas aeruginosa PvdQ acylase activity | 340,000 compounds, 0.063% hits | purified PvdQ acylase, fluorescence plate reader | inhibition, % at 10 µM; in the data active means inhibition above about 30%, passing the limit was not always enough;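 further: 0% = vehicle neutral wells and 100% = reference inhibitor wells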
# NSD2 HMT inh – NSD2 (human) methyltransferase inhibition; inhibition, % at 12.5 µM; AID 743445; 310,000 compounds, 0.54% hits; O96028; NSD2 peptide methylation, AlphaScreen, 120 min; in the data active means inhibition above about 50%
# SR-BI HDL uptake – inhibitors of mouse SR-BI mediated HDL lipid uptake. Q61009. ldlA[mSR-BI] CHO cells, DiI-HDL uptake fluorescence, 3 h. inhibition, % at 12.5 µM. 320,000 compounds, 0.96% hits;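 active means mean replicate inhibition of at least 70% and a set share of replicates each scoring 70 or more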;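 further: 0% = median of neutral control wells and 100% = median of positive control wells; values of inactives mirror those of a sister screen read the other way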
# The depositor's hits bear a star; nt = no result given. Outcome played no part in choosing rows; overall some 4.3% were active at least once.
Compound,CAL PDZ FP-2,SR-BI HDL uptake,CAL PDZ FP-1,NSD2 HMT inh,PvdQ acylase,SR-BI DiI-HDL act,MITF act,dFosB act,PfHsp90 set2,Rtt109 Vps75
Cn1c(=O)c(=O)n(C)c2cc(N3CCOCC3)c(NS(=O)(=O)c3ccc(F)c(Cl)c3)cc21,-2,-9,-3.1,-1,-11,9,4,-10,-6,3
CC(=O)OC12CC3CC(C1)C(=NO)C(C3)C2,-1,-11,0.0,-2,-16,11,4,7,-3,-6
CC(=O)Nc1ccc(S(=O)(=O)NCC2CCC(C(=O)N3CCCCCC3)CC2)cc1 (configuration not stated),-2,-22,-0.1,3,7,22,-9,0,8,12
COc1cc(CN2CCCC(C(=O)N3CCc4ccccc4C3)C2)cc(OC)c1OC (configuration not stated),-1,-7,-3.1,3,-3,7,4,-9,-7,0
CCOC(=O)N1CCN(C(=O)COc2ccc3oc4c(c3c2)CCCC4)CC1,3,22,-2.2,2,5,-22,-3,-3,2,8
CCOC(=O)C1=CN(Cc2ccc(Br)cc2)S(=O)(=O)NC1C (configuration not stated),-1,nt,-1.7,nt,-15,nt,3,-2,-17,6
O=C1CCN(c2ccccc2)N1,-2,-11,-0.3,23,-23,11,-5,4,21,-1
CCOc1ccc(C2C3=C(CCCC3=O)OC(N)=C2[N+](=O)[O-])cc1 (configuration not stated),4,-8,-1.7,1,-11,8,-1,-2,-6,-3
O=C(C1CCCCN1S(=O)(=O)c1ccccc1[N+](=O)[O-])N1CCCCC1 (configuration not stated),0,1,-0.7,0,7,-1,-1,-3,6,-1
O=C1C=C(N2CCOCC2)CO1,-1,-10,-0.4,nt,-11,10,8,-2,-4,-1
COc1ccc(C2=NN(C(=O)CSc3nc(=O)n4ccc(C)cc4n3)C(c3ccc(C)cc3)C2)cc1 (configuration not stated),-4,24,-1.3,1,8,-24,1,8,-7,7
CCN(CC)S(=O)(=O)c1ccc(OC)c(NC(=O)CCc2c(C)noc2C)c1,-5,0,0.3,-1,-16,0,nt,-6,11,4
CC(=O)c1ccc(NC(=S)Nc2cccc(Cl)c2C)cc1,nt,1,-0.6,-6,-12,-1,9,-4,-4,3
Clc1cc(Cl)cc(CSc2nnc(-c3sccc3-n3cccc3)o2)c1,7,42,-0.3,-2,-1,-42,-4,-5,-14,-6
CC(C)c1nc2cc3ccccc3cc2[nH]1,-3,1,-0.6,6,2,-1,-11,-3,10,3
Cc1cc(C)nc(NCCC(=O)O)n1,-2,-8,-1.7,0,-4,8,-8,-2,15,-4
COC(=O)c1c(-c2ccsc2)sc2ccc(-c3cc(OC)c(OC)c(OC)c3)cc12,-3,75*,-2.7,nt,-12,-75,5,-6,-5,1
Cc1ccccc1NC(=O)CN1C(=O)c2ccccc2C1=O,nt,-11,-0.3,-3,2,11,1,10,-5,11
CCCNc1nc(-c2cc(-c3ccc(Cl)cc3)on2)cc(C(C)C)n1,-2,-8,0.3,nt,26,6,20,0,-9,13
CC(=O)Oc1ccc(C(=O)Nc2cccc(C(=O)c3cccc(NC(=O)c4ccc(OC(C)=O)cc4)c3)c2)cc1,1,31,-1.7,-4,5,-31,-11,57*,-16,-1

# One compound at a time, from the list above. Screens in order: CAL PDZ FP-2	SR-BI HDL uptake	CAL PDZ FP-1	NSD2 HMT inh	PvdQ acylase	SR-BI DiI-HDL act	MITF act	dFosB act	PfHsp90 set2	Rtt109 Vps75
# `CCN(CC)S(=O)(=O)c1ccc(OC)c(NC(=O)CCc2c(C)noc2C)c1` reads -5	0	0.3	-1	-16	0	nt	-6	11	4
# `CC(C)c1nc2cc3ccccc3cc2[nH]1` reads -3	1	-0.6	6	2	-1	-11	-3	10	3

# (listing goes on)
Compound,CAL PDZ FP-2,SR-BI HDL uptake,CAL PDZ FP-1,NSD2 HMT inh,PvdQ acylase,SR-BI DiI-HDL act,MITF act,dFosB act,PfHsp90 set2,Rtt109 Vps75
Cc1ccc(S(=O)(=O)Cc2nnnn2-c2ccccc2)cc1,-2,-3,-1.0,2,-2,3,-3,-3,4,-8
Cc1c(/C(O)=C2\C(=O)C(=O)N(CCN(C)C)C2c2cccs2)cnn1-c1ccccc1 (configuration not stated),-3,-13,-0.6,1,-1,13,nt,-1,4,-1
Cc1cccc(NC(=O)c2nc[nH]c2C(=O)Nc2ccccc2[N+](=O)[O-])c1,-3,12,-2.5,nt,-5,-12,-2,-11,1,6
CCN1C/C(=C/c2cccs2)c2nc3ccccc3c(C(=O)O)c2C1,3,nt,-0.5,-251,5,nt,-7,4,-12,12
CCS(=O)CCSc1nc2ccccc2s1 (configuration not stated),-3,1,-1.2,-2,-8,-1,-2,-6,-9,-3
CN(C)/C=N/c1ncc(C(=O)c2ccc(-c3ccccc3)cc2)s1,-3,-5,-2.5,-8,-13,5,20,-3,-40,-11
COc1ccc(OCC(=O)NCCCn2ccnc2)cc1,0,-15,-0.7,-1,-6,15,nt,-2,-9,1
O=C(c1ccc(F)cc1)N1CCCC(c2ccccc2)C1 (configuration not stated),1,-12,-1.9,-3,4,12,3,-8,-95,11
COC(=O)N/N=C/c1cc(Cl)c(OCc2ccccc2F)c(OC)c1,nt,31,-2.5,-2,-8,-31,nt,-15,-2,-5
COCCOC(=O)/C=C1/NC(=O)CS1,-1,9,-2.1,11,-2,-9,3,4,6,-1
Cc1cc2cc(CCNC(=O)c3cccs3)c(=O)[nH]c2cc1C,nt,-5,-2.3,nt,-6,5,nt,-4,10,7
O=C(Nc1ccc(Cl)cc1)Nc1ccc(S(=O)(=O)Nc2ncccn2)cc1,-2,-7,-1.6,4,-7,7,0,-9,-4,8
Cc1cc(OCc2ccccc2)ccc1/C(O)=C1/C(=O)C(=O)N(Cc2cccnc2)C1c1ccncc1 (configuration not stated),6,-3,-1.5,4,0,3,nt,1,7,-1
Cc1ccc(S(=O)(=O)N2CCOCC2)cc1NC(=O)CSc1nnc2n1CCCCC2,-2,-11,-0.1,-4,-8,11,-12,-1,20,4
COc1ccc(Nc2nc(-c3c[nH]c4ccccc34)cs2)cc1,-1,38,-0.6,-3,-3,-38,26,9,9,3
CC(=O)Nc1cc2cc(NS(=O)(=O)c3ccc(C)cc3)ccc2oc1=O,nt,-2,-2.4,-5,-10,2,nt,155*,-20,-8
OCc1ccccc1OCCCOc1cccc2cccnc12,-2,13,-0.5,1,-8,-13,53,-11,-7,4
C=C(C)Cn1cnc2cc(C)c(C)cc21,6,-2,-0.6,1,-6,2,1,-8,-5,-4
O=C(CCC(=O)NNC(=O)Cc1ccccc1)NCc1ccccc1,1,-4,-1.4,4,-7,4,-4,-6,-19,-3
Cc1ccc(-n2[nH]c(C)c(CCC#N)c2=O)cc1,4,4,-0.6,36,0,-4,3,6,-6,-3
COC1OC(CO)C(O)C(O)C1O (configuration not stated),8,-17,0.3,nt,-12,17,nt,3,23,-2
S=c1nc[nH]c2c1[nH]c1ccccc12,-2,-27,0.2,-1,-2,27,0,0,nt,1
S=C(Nc1ccc(Cl)cc1)N1CCOCC1,-1,6,-1.1,0,-11,-6,2,-4,4,-6
CCC1CCCCN1CC(=O)Nc1cc(OC)c(OC)cc1C#N (configuration not stated),-3,-4,-2.3,-2,-15,4,5,4,-2,-1
CCOC(=O)CNC(=O)C1(/C=C/c2ccccc2)CC(=O)N1c1ccc(OC)cc1 (configuration not stated),-3,-9,-0.1,1,-7,9,7,-7,7,6
CN(C)S(=O)(=O)c1cccc(C(=O)Nc2cc(Cl)ccc2O)c1,-1,-13,-0.9,0,-6,13,29,-3,7,6
COc1ccc(NC(=O)CSc2nnc(Cn3c(=O)sc4ccccc43)n2C)c(OC)c1,nt,39,-0.3,nt,0,-39,nt,-5,nt,1
O=C1CCCC(O)=C1Sc1ccccc1C(=O)O,0,-15,-1.9,19,-4,15,-5,-4,9,nt
O=C(Nc1ccc(NC(=O)c2cccs2)c(Cl)c1)c1cccs1,-4,33,-2.8,-5,9,-33,52,-3,10,19
Cc1ccccc1C(=O)N(Cc1nc2ccccc2c(=O)[nH]1)C1CCCC1,1,14,-0.7,1,-18,-14,-10,-10,-25,1
CCOc1ccc(OCC)c(S(=O)(=O)N2CCC(C)CC2)c1,16,29,0.3,-7,7,-29,-1,4,-5,-4
CC(=O)c1ccc(N2C(=NC(=O)CCC3CCCC3)SC3CS(=O)(=O)CC32)cc1 (configuration not stated),1,5,-2.0,-2,-12,-5,1,-1,-11,-8
COc1ccc(S(=O)(=O)N(CC(=O)N/N=C/c2cccs2)c2cc(C)cc(C)c2)cc1OC,8,6,-3.4,24,-4,-6,-3,-2,-14,-2
O=C1CCC/C(=N\NC(=O)COc2ccc(Cl)cc2)C1,nt,-2,-0.4,8,-12,2,4,1,18,-22
C[C@H](CO)N1C[C@H](C)[C@@H](CN(C)S(=O)(=O)c2cn(C)cn2)Oc2c(NS(=O)(=O)c3ccc(F)cc3)cccc2C1=O,1,0,0.1,nt,8,0,10,-5,-11,1
CC(C(=O)N1CCCCC1)n1ncn2cccc2c1=O (configuration not stated),-3,-26,-1.3,-1,-19,26,4,-2,14,7
CCCCOC(=O)c1cccnc1,4,-7,-3.1,nt,-9,7,0,-5,-26,0
Cn1c(SCC(=O)NC2CCCCCC2)nnc1-c1ccco1,-3,-22,-1.1,0,-12,22,0,-3,6,-12
CC(=O)O[C@]1(C(C)=O)CC[C@H]2[C@@H]3C=C(Cl)C4=CC(=O)CC[C@]4(C)[C@H]3CC[C@@]21C,-6,9,-0.1,nt,23,-8,3,11,4,18
COCCNC(=O)c1cc(C)ccc1C,4,-18,0.3,-1,11,18,17,8,-8,8
CC(C)C1=NN(C(=O)c2cccnc2)C(O)(C(F)(F)F)C1 (configuration not stated),-2,-4,-0.7,-2,-15,4,-1,-8,-26,-4
O=C(NNC1=NCCC1)C1CC1,nt,-1,-1.3,-2,-11,1,-3,-2,18,-1
Cn1c(=O)c2c(nc(CO)n2C)n(C)c1=O,2,-4,0.6,-1,5,4,12,-1,-8,-10
Cc1csc2ncc(C(=O)NCCC(c3ccccc3)c3ccccc3)c(=O)n12,4,-16,-1.6,-6,-21,16,-1,-6,-14,-5
CC(=O)c1ccc(S(=O)(=O)Nc2ccc(C(=O)NCCCn3ccnc3)cc2)cc1,0,-31,-0.3,-1,0,31,11,-8,nt,4
Cc1cnc(NC(=O)CSc2nc3ccccc3s2)s1,-3,11,-1.9,-5,-19,-11,6,1,-16,-1
CCCn1c(N)c(C(=O)CSc2ncn[nH]2)c(=O)n(C)c1=O,1,-28,0.0,-2,-16,28,2,-4,-14,1

# Screens: PubChem, Broad Institute
